Screening data deposited in PubChem by several laboratories.
DAX1 inh-1 – DAX1 (NR0B1) inhibitors on StAR promoter, primary screen, cell-based, luminescence, SF-1 (NR5A1), full-length DAX-1; 1.1% of 370,000 active; HEK293T StAR-luciferase reporter, SF-1/DAX-1 repression relief; inhibition, % at 6.8 µM; AID 652010, 2013;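 active = inhibition above the mean over all tested compounds plus 3 SD, cut at about 3.6% in these data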;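 also: 0% = DAX-1 cells with DMSO and 100% = cells lacking DAX-1 with DMSO; higher inhibition means more luminescence from relief of DAX-1 repression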
PLC-gamma1 inh – PLC-gamma1 enzyme inhibitors, primary screen, biochemical, fluorescence, purified enzyme; 1-phosphatidylinositol 4,5-bisphosphate phosphodiesterase gamma-1 (Homo sapiens), P19174; fluorogenic substrate; inhibition, % at 12.2 µM; 0.84% of 370,000 active; AID 720700, 2013; in the data active = inhibition above about 9.5%
ADAM17 inh – ADAM17 inhibitors, primary screen, biochemical, QFRET | recombinant ADAM17, EDANS/DABCYL FRET peptide cleavage | 0.83% of 370,000 active | inhibition, % at 6.95 µM | AID 720648, 2013;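 active = inhibition above the mean of compounds lying between control limits plus 3 SD, set per campaign, cut at about 8.5% in these data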;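 also: 0% = DMSO-only wells as the low control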
hcDAF-12 act – H. contortus DAF-12 nuclear receptor activators, primary screen, cell-based, luminescence, HEK293, lit1-tk-luc reporter | AID 652067, 2013 | HEK293 hcDAF-12 lit1-tk-luc reporter; 0% DMSO, 100% Δ7-dafachronic acid | activation, % at 6.8 µM | 1.4% of 370,000 active;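 active = activation above the mean of all tested compounds plus 3 SD, cut at about 5.5% in these data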;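 also: 100% = response to 3 µM Δ7-dafachronic acid high control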
MBD2 inh – inhibitors of MBD2 binding to methylated DNA, primary screen, biochemical, TR-FRET, DNA-binding domain, human; Methyl-CpG-binding domain protein 2 (Homo sapiens), Q9UBB5; MBD2 binding to methylated oligonucleotide; inhibition, % at 4.4 µM; 0.31% of 370,000 active; AID 686964, 2013; in the data active = inhibition above about 13%
Target sequence (Q9UBB5 whole entry, looked up, the tested form may be a part): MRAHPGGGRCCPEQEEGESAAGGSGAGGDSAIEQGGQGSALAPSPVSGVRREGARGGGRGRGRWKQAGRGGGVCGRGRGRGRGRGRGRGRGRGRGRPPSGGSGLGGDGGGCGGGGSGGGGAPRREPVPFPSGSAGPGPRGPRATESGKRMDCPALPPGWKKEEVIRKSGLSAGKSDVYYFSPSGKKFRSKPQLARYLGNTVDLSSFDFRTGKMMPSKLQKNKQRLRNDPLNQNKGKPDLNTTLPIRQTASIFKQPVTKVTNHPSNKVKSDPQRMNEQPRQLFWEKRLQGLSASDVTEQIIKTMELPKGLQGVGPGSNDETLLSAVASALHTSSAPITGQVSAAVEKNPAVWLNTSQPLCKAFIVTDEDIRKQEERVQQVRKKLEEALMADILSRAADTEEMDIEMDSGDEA
hgDAF12 agonist – H. glycines DAF-12 receptor agonists, primary screen, cell-based, luminescence, HEK293, GAL4 fusion, UAS-luciferase | Nuclear hormone receptor DAF-12 (Heterodera glycines), GAL4 fusion | AID 687014, 2013 | 1.8% of 370,000 active | HEK293 GAL4-hgDAF12 UAS-luciferase reporter, agonist luminescence; normalized to butyrate control | activation, % at 6.8 µM;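 active = activation above a cutoff set at the mean of all screened compounds plus 3 SD, cut at about 10% in these data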;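 also: 0% = DMSO wells and 100% = sodium butyrate wells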
SMARCA2 activ – SMARCA2 (BRM) function activators, primary screen, cell-based, luminescence, high throughput; MG213 cells, MMTV-luciferase reporter, dexamethasone, overnight; activation, % at 9.1 µM; 1% of 370,000 active; AID 652017, 2013; in the data active = activation above about 7.8%;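 also: 0% = vehicle wells and 100% = reference activator wells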
DAX1 inh-2 – DAX1 (NR0B1) inhibitors, primary screen, cell-based, HEK293, Gal4-DAX1, luciferase luminescence | 0.99% of 340,000 active | HEK293 Gal4-DAX1 luciferase reporter | AID 504766, 2011 | inhibition, % at 6.75 µM;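 active = inhibition above the mean over all tested compounds plus 3 SD, cut at about 4.2% in these data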;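 also: 0% = DAX1-transfected cells with DMSO and 100% = empty-vector control cells with DMSO; inhibition shows as a rise in luminescence from relieved DAX1 repression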
Target sequence (P51843 207-470 limits assumed): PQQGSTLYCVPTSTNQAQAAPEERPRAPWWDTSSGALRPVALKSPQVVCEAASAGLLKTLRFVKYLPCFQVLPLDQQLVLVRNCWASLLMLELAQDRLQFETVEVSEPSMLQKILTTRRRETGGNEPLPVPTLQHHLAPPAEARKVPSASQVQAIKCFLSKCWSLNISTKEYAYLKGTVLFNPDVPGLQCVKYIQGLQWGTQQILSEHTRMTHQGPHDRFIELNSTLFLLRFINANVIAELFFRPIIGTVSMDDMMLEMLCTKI
PLCb3 inh – human PLC-beta3 inhibitors, primary screen, biochemical, fluorescence. 1-phosphatidylinositol 4,5-bisphosphate phosphodiesterase beta-3 (Homo sapiens), Q01970. Purified PLC-beta3, fluorogenic substrate. inhibition, % at 12.2 µM. 0.18% of 370,000 active. AID 720704, 2013; in the data active = inhibition above about 11%;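 also: 0% = median of compound wells on plate and 100% = full blocker control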
ssDAF-12 act – S. stercoralis DAF-12 nuclear receptor activators, primary screen, cell-based, luminescence, HEK293, GRIP1 co-expression, lit1-tk-luc | 1% of 370,000 active | activation, % at 6.8 µM | HEK293 ssDAF-12/GRIP1 lit1-tk-luc reporter; % of 3 µM dafachronic acid response | AID 652126, 2013 | Nuclear hormone receptor DAF-12 (Strongyloides stercoralis);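 active = activation above the mean over all tested compounds plus 3 SD, cut at about 0.9% in these data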;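 also: 0% = DMSO-only wells and 100% = 3 µM delta7-dafachronic acid wells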
NR1D1 modulator – modulators of Rev-erb alpha DNA binding, primary screen, biochemical, FITC-DNA, fluorescence polarization, uHTS. Nuclear receptor subfamily 1 group D member 1 (Homo sapiens), P20393. Rev-erbα–FITC-DNA binding, 90 min. activity, % at 10 µM. 0.79% of 370,000 active;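 active = activity above about 14%, limit read from the data; passing the limit was not always enough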;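 also: 0% = DMSO wells with 35 nM protein and 100% = DMSO wells with 750 nM protein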
Starred values were filed as active, the others as inactive; i = inactive; . = not tested or not shown.

SMILES | DAX1 inh-1 | PLC-gamma1 inh | ADAM17 inh | hcDAF-12 act | MBD2 inh | hgDAF12 agonist | SMARCA2 activ | DAX1 inh-2 | PLCb3 inh | ssDAF-12 act | NR1D1 modulator
CCCCC1(C)NC(=O)N(CC(=O)N2CCc3ccccc32)C1=O (centres undefined) | -0.7 | 2 | -4 | 0.9 | -2 | -1.1 | -2 | 0.0 | -5 | -0.8 | 6
COc1cc(/C=C2\COC/C(=C\c3ccc(O)c(OC)c3)C2=O)ccc1O | -1.8 | -15 | 2 | -3.1 | -12 | -10 | 13* | -6.4 | -20 | -2.4 | -2
Cn1c(=O)c2c(nc(NCc3ccccc3)n2CC(N)=O)n(C)c1=O | -0.5 | 0 | 0 | -1.5 | -6 | 3.4 | 2 | 2.2 | -8 | -1.6 | 6
CC(=O)NCCNc1nc(NC(C)C)nc2cc(-c3ccccc3)sc12 | -0.7 | -19 | -27 | -0.2 | -2 | -0.4 | -2 | . | -24 | -1.5 | 8
CC(C)[C@H](NC(=O)c1cccc(S(=O)(=O)N2CCCC2)c1)c1nc2ccccc2[nH]1 | 0.7 | 0 | -5 | -0.5 | 1 | 0.7 | 2 | 1.0 | -2 | -1.2 | -3
CC1CCN(C(=O)c2[nH]cnc2C(=O)N[C@@H](C)C(=O)OCc2ccccc2)CC1 | 0.1 | 0 | -3 | -1.2 | 2 | 0.2 | 1 | 1.4 | 1 | -1.1 | -2
NC(=O)/C=C\c1cn(-c2ccccc2)nc1-c1ccc2c(c1)OCCO2 | -0.2 | -89 | 0 | -2.2 | -4 | -0.7 | -3 | -1.0 | -96 | -1.8 | 1
CSCCC(NS(=O)(=O)c1ccc2c(c1)oc(=O)n2C)C(=O)NC1CCC(C)CC1 (centres undefined) | 3.7* | -1 | -2 | -2.9 | -2 | 1.3 | 0 | -0.5 | 1 | -1.2 | 6
CCC(C)NC(=O)Cc1c(C)c2cc3c(cc2oc1=O)OC(C)(C)CC3 (centres undefined) | 0.2 | -129 | i | 4.6 | 1 | 3.4 | 0 | 2.0 | -196 | -0.6 | -5
CCCCC(=O)Nc1ccccc1CC | 0.5 | 0 | -9 | -0.2 | 3 | -1.6 | -4 | 2.6 | -9 | -0.8 | 0
Cc1ccc(-c2nc(CS(=O)(=O)CC(=O)NCCN3CCOCC3)c(C)o2)cc1 | -1.5 | 4 | -8 | 0.3 | 5 | -1.7 | 0 | 0.6 | -8 | -1.1 | 7
Nc1ccc(Oc2ccc(Cl)cc2)cc1 | -1.1 | 4 | 0 | 0.1 | -3 | 7.2 | -1 | 0.9 | -3 | -1.0 | -5
CCc1ccc(NC(=O)CCS(=O)(=O)c2ccc(Br)cc2)cc1 | -0.3 | -1 | 0 | -0.1 | -4 | 1.0 | 0 | -0.9 | 1 | -1.0 | 2
COC(=O)C1CCCN(C(=O)C(Cc2ccc3c(c2)OCO3)NC(C)=O)C1 (centres undefined) | 0.0 | 0 | 2 | -0.4 | 2 | 1.1 | 16* | . | 4 | -1.0 | 0
CCN1CCN(C(=S)c2ccc(O)cc2)CC1 | 1.2 | -2 | -4 | -0.7 | 1 | 0.8 | -4 | 7.5* | -9 | -1.8 | 0
C=CCc1cccc2cc(C(=O)NCc3ccc(C(=O)OCC)o3)c(=O)oc12 | 0.0 | -6 | -3 | -1.1 | 5 | 0.6 | -3 | 0.8 | -4 | -1.0 | 1
Nc1o[nH]c(=O)c1C1CCCCC1 | 0.5 | 1 | -3 | -1.7 | -5 | -2.0 | -3 | 0.9 | 4 | -0.8 | 1
CCN1CCN(C(c2ccccc2)c2nnnn2Cc2ccc(OC)cc2)CC1 (centres undefined) | -0.4 | 2 | -2 | -0.6 | 8 | 1.6 | -4 | 0.7 | -6 | -0.6 | 0
C=C(C)CSc1cc(C)nc2c(-c3ccccc3)c(C)nn12 | -0.2 | -26 | 2 | -1.0 | -4 | 1.2 | 1 | -0.5 | -47 | -2.1 | 3
COc1ccc(N=C2SC(CC(=O)Nc3ccc(OC)cc3OC)C(=O)N2C)cc1 (centres undefined) | -0.8 | -3 | -2 | -0.8 | -1 | -2.5 | -3 | -1.1 | 1 | -1.4 | 1
CCN1C(=O)C(=O)N(CC(=O)N(C)CC(=O)Nc2ccccc2Cl)C1=O | -0.3 | 2 | -2 | -1.3 | 3 | 2.2 | -1 | 1.5 | 3 | -1.2 | -6
O=C1C=C(c2ccc(-c3ccccc3)c(F)c2)C[C@@H](c2ccc(Cl)cc2)C1 | 0.1 | 1 | -1 | -1.6 | 3 | -1.1 | 0 | 0.0 | 3 | -1.3 | 6
C(=N\Nc1nncn1/N=C/c1ccco1)/c1ccco1 | -1.1 | 3 | -4 | -1.7 | -8 | -3.0 | 7 | -0.2 | 0 | -1.0 | -2
O=C(Nc1cccc(F)c1)C1CCN(C(=O)c2ccccc2Cl)CC1 | -0.6 | 0 | -3 | -0.2 | 2 | -0.1 | -3 | 0.2 | 4 | -1.1 | 7
Cc1cc(C(=O)Nc2cccc([N+](=O)[O-])c2C)cs1 | -0.4 | 0 | -2 | 0.7 | 2 | -1.9 | 0 | 0.0 | -1 | -0.5 | -5
COc1ccc(Cl)cc1Nc1nc(C)nc2c1nnn2Cc1ccccc1 | -0.3 | -8 | 0 | -1.0 | -8 | 1.0 | -3 | -0.7 | -18 | -1.1 | 7
CCC(=O)/C=C1/Sc2ccc(OC)cc2N1CCO | -0.6 | 0 | -1 | -1.9 | 4 | -0.5 | 3 | 2.1 | 4 | -1.3 | 8
CCCCc1nc(SCC(=O)Nc2nnc(CCCC)s2)n[nH]1 | 0.5 | -1 | 0 | -0.7 | 5 | 1.4 | 2 | -0.9 | -2 | -1.7 | 8
Cc1cccc(NC(=O)CCc2ccc(C)o2)c1 | 0.5 | -1 | 3 | -1.0 | -7 | -2.5 | 1 | 0.9 | -3 | -0.4 | -3
CC(=O)Nc1ccc(NC(=O)C2(C)CC2(Cl)Cl)cc1 (centres undefined) | 1.2 | 1 | -2 | -0.8 | 2 | 0.6 | -3 | -0.2 | -2 | -1.7 | -2
O=C(O)c1cc(NC(=O)c2ccccc2F)cc(NC(=O)c2ccccc2F)c1 | 0.5 | -4 | -4 | -1.4 | 5 | -0.6 | -1 | 1.2 | -11 | -0.8 | 2
Cc1noc(C)c1COc1ccc(C(=O)N2CCN(S(=O)(=O)c3ccc(F)cc3)CC2)cc1 | 1.4 | 0 | -8 | -0.9 | 7 | 1.3 | 1 | -0.1 | -5 | -0.2 | 1
O=C(COC(=O)c1ccc(N2CCCC2=O)cc1)c1ccc(OC(F)F)cc1 | 0.1 | 0 | -4 | -0.7 | -2 | -2.1 | -3 | 0.0 | -8 | -0.8 | -4
O=C(NCC1CCCN1S(=O)(=O)c1cccs1)c1cccc(F)c1 (centres undefined) | 2.4 | -2 | -1 | -0.6 | 3 | 0.8 | 5 | -0.8 | -5 | 0.6 | 3
O=C(C1CCCCN1S(=O)(=O)c1ccccc1[N+](=O)[O-])N1CCCC1 (centres undefined) | 0.2 | 1 | 2 | -1.4 | 0 | 2.5 | -2 | 3.4 | 6 | -1.7 | 3
Cn1nc(-c2ccc(N3CCCCC3)c(NC(=O)c3ccco3)c2)c2ccccc2c1=O | -0.6 | -3 | -3 | 1.1 | -1 | -0.9 | 1 | 1.4 | -3 | -1.3 | -2
CC(=O)N1CCOc2ccc(S(=O)(=O)NCCc3ccc(Cl)cc3)cc21 | -0.5 | 6 | -2 | -1.6 | -2 | -1.6 | -1 | -0.1 | -2 | -1.2 | 0
COc1ccc(CCNC(=O)C(=O)NCC2CCCN2S(=O)(=O)c2cccs2)cc1OC (centres undefined) | -1.6 | 0 | -1 | -0.8 | -3 | -2.0 | -1 | 2.2 | -4 | -0.7 | -1
COCCCN1C(=O)C(CC(=O)NC(c2ccccc2)c2ccccc2)CC(C(=O)N(C)C)=C1C (centres undefined) | -0.5 | -2 | 1 | -0.9 | 0 | 2.2 | -3 | -0.3 | -1 | -1.1 | -5
CCCCNC(=O)CC1C(=O)N(Cc2ccccc2)C(C)c2nc3ccccc3n21 (centres undefined) | 0.1 | -2 | -3 | -1.4 | 1 | 5.9 | -2 | 0.8 | 1 | -1.3 | -3

Two compounds drawn at random from the list so far:
SMILES | DAX1 inh-1 | PLC-gamma1 inh | ADAM17 inh | hcDAF-12 act | MBD2 inh | hgDAF12 agonist | SMARCA2 activ | DAX1 inh-2 | PLCb3 inh | ssDAF-12 act | NR1D1 modulator
COc1ccc(Cl)cc1Nc1nc(C)nc2c1nnn2Cc1ccccc1 | -0.3 | -8 | 0 | -1.0 | -8 | 1.0 | -3 | -0.7 | -18 | -1.1 | 7
Cc1noc(C)c1COc1ccc(C(=O)N2CCN(S(=O)(=O)c3ccc(F)cc3)CC2)cc1 | 1.4 | 0 | -8 | -0.9 | 7 | 1.3 | 1 | -0.1 | -5 | -0.2 | 1

Further structures
SMILES | DAX1 inh-1 | PLC-gamma1 inh | ADAM17 inh | hcDAF-12 act | MBD2 inh | hgDAF12 agonist | SMARCA2 activ | DAX1 inh-2 | PLCb3 inh | ssDAF-12 act | NR1D1 modulator
CCOC(=O)CSc1nnc(Cc2ccccc2)n1-c1ccc(C)cc1 | -1.1 | -2 | -2 | 1.5 | 2 | 0.9 | -4 | 2.5 | -1 | -1.2 | 7
COc1ccc(NC(=O)Cn2cnc3sc(C)c(S(=O)(=O)N4CCOCC4)c3c2=O)c(OC)c1 | -0.2 | 1 | 0 | -1.1 | 0 | 2.8 | -2 | 4.0 | 3 | -1.2 | 3
COc1ccccc1P(=O)(c1ccccc1)c1ccc([N+](=O)[O-])cc1 (centres undefined) | 0.1 | 7 | 1 | 2.8 | -5 | 1.2 | -2 | 0.2 | -1 | -1.8 | 0
Oc1nc(Nc2ccccc2)sc1/C=C1\C=Nc2ccccc21 | 0.9 | -18 | 0 | 4.5 | -1 | 8.9 | 5 | -0.3 | -30 | -0.2 | 6
O=C(COC(=O)c1ccc2c(c1[N+](=O)[O-])C(=O)c1ccccc1C2=O)NC1CC1 | -0.3 | -1 | -2 | -2.0 | -6 | -1.4 | 4 | 0.7 | -1 | -1.0 | 2
O=C(OCC(=O)N1CCOCC1)C(c1ccccc1)c1ccccc1 | -0.5 | 5 | -2 | -0.4 | 5 | 0.9 | 1 | -0.6 | 5 | -1.4 | -1
CCOc1cccc2sc(N(CCN(CC)CC)C(=O)c3ccc(S(=O)(=O)N4CCCC4)cc3)nc12 | 0.5 | 1 | 2 | -0.7 | -1 | 0.0 | 2 | -0.3 | -7 | -1.3 | 2
